Source: PubChem BioAssay
Vif-A3G inh – Vif-A3G binding inhibition | HeLa A3G-eYFP + Vif (tagged APOBEC3G with the HIV-1 protein that degrades it), YFP fluorescence, overnight | Potency, µM (highest dose often 46.1 µM), for the others: top-dose activity, negative = active, most hits filed as inhibitors | actives 0.076% (n = 410,000);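 further: on the % scale 0 is the no-effect control and ±100 the full control effect; nearly all actives have a fitted effect of over 60% in size; hits raise eYFP signal because A3G escapes Vif-driven loss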
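Read-out is eYFP fluorescence (Ex 488/Em 500-530) from Vif-expressing HeLa A3G-eYFP cells; more signal means A3G escaped Vif-mediated degradation. Cells plated overnight, compound pinned in, incubated overnight at 37 deg C.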
Vif-A3F inh – blocks the Vif interaction with APOBEC3F; HeLa A3F-eYFP + Vif (tagged APOBEC3F with the HIV-1 protein that degrades it), YFP fluorescence increase; Potency, µM (top dose mostly 46.1 µM), inactives show top-dose activity, negative = active; actives 0.2% (n = 390,000); AID 602313; further: % of control where 0% means no effect; nearly all actives have a fitted effect of over 65% in size
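HeLa cells stably expressing A3F-eYFP plus Vif, plated and incubated overnight at 37 deg C, then exposed to compounds overnight at 37 deg C. Blocked degradation read as raised yellow fluorescence (Ex 488/Em 500-530).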
TrxR1 substrate – substrates of rat thioredoxin reductase 1; O89049; purified TrxR1 substrate turnover, NADPH consumption readout; Potency, µM (top dose mostly 114 µM), without a hit: top-dose activity change, negative = substrate turnover; actives 0.01% (n = 390,000); AID 588456; further: on the % scale 0 is the no-effect control and ±100 the full control effect; nearly all actives have a fitted effect of over 50% in size
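Rat TrxR1, dispensed at 90 nM, was prereduced with 400 uM NADPH (final) for 5 min at ~22 deg C, then incubated with compound 15 min before 400 uM selenite. A first-read NADPH fluorescence drop versus no-compound background flagged substrates.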
TrxR1 inh – inhibitors of rat thioredoxin reductase 1; recombinant rTrxR1, NADPH fluorescence consumption, selenite substrate; Potency, µM (top dose mostly 114 µM), inactives show at the top dose activity change, negative = inhibition, most hits filed as inhibitors; actives 1% (n = 390,000); further: on the % scale 0 is the no-effect control and ±100 the full control effect; nearly all actives have a fitted effect of over 65% in size
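Rat TrxR1 (90 nM in the dispensed reagent) was pre-reduced with 400 uM NADPH for 5 min at room temperature, then incubated with compound for 15 min. After 400 uM selenite was added, NADPH fluorescence (Ex 340/Em 450 nm) was followed for 8 min.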
IDH1 R132H inh – inhibitors of human mutant IDH1 R132H. O75874. IDH1-R132H enzyme, NADPH consumption, diaphorase/resazurin fluorescence. Potency, µM (titrated, usually from 76.6 µM), inactives show at the top dose activity change, negative = inhibition, hits mostly inhibitors. actives 0.093% (n = 390,000). AID 602179; further: on the % scale 0 is the no-effect control and ±100 the full control effect; nearly all actives have a fitted effect of over 65% in size
Target sequence (O75874 whole entry R132H, stated change not applied): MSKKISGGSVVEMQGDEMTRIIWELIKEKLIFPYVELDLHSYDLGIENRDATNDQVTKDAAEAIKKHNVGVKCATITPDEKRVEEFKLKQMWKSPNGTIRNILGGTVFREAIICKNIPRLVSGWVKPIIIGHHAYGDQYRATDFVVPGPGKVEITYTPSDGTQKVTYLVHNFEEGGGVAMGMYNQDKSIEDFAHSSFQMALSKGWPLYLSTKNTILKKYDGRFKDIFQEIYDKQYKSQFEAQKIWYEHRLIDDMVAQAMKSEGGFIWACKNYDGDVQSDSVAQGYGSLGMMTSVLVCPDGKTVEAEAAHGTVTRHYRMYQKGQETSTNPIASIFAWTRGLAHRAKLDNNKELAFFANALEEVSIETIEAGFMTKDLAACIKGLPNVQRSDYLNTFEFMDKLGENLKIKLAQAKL
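IDH1-R132H (0.5 ug/mL dispensed) in pH 7.5 Tris buffer was preincubated 30 min with compound, then given a substrate mix of 0.016 mM NADPH and 2 mM alpha-KG for 80 min at room temperature; remaining NADPH was read by diaphorase/resazurin fluorescence.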
USP1-UAF1 inh – inhibitors of human USP1/UAF1 deubiquitinase. recombinant USP1/UAF1, Ub-Rhodamine cleavage fluorescence. Potency, µM (series often up to 57.1 µM), for the others: at the top dose activity change, negative = inhibition, actives largely listed as inhibitors. actives 0.23% (n = 390,000). AID 743255; further: on the % scale 0 is the no-effect control and ±100 the full control effect; nearly all actives have a fitted effect of over 60% in size; inactives centre near -12
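USP1/UAF1 complex (1 nM) preincubated 15 min at room temperature with compound, then Ub-Rho substrate (150 nM final) added. Kinetic fluorescence at 480/540 nm over 6 reads at 60 s intervals; 50 mM HEPES pH 7.8, 0.5 mM EDTA, 0.1 mg/ml BSA, 1 mM TCEP, 0.01% Tween-20.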
RGS4 inhibitor – inhibitors of human regulator of G protein signaling 4. P49798. Transcreener GDP fluorescence polarization, RGS4-accelerated GTP hydrolysis. Potency, µM (series often up to 114 µM), for the others: top-dose activity change, negative = inhibition, hits mostly inhibitors. actives 0.039% (n = 390,000). AID 504845; further: on the % scale 0 is the no-effect control and ±100 the full control effect; nearly all actives have a fitted effect of over 75% in size; some results filed as inactive show a strong effect at the top dose
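MLSMR compounds (23 nl, pin-transferred) preincubated 10 min at room temperature with a 500nM (2x) first reagent, then RGS4 at 900nM (2x) plus Transcreener GDP mix added; fluorescence polarization (620/688 nm) read before and after 90 min at 30 °C.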
RXFP1 agonist – RXFP1 (human) receptor agonism. actives 0.3% (n = 370,000). HEK293T-RXFP1 cAMP TR-FRET, 30 min; response scale: percent of porcine relaxin response, buffer zero. Q9HBX9. Potency, µM (titrated, usually from 57.5 µM), for inactives: at the highest dose activation, actives largely listed as activators. AID 2676; further: on the % scale 0 is the no-effect control and ±100 the full control effect; nearly all actives have a fitted effect of over 60% in size; many of its hits are not listed in these tables
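HEK293 cells stably expressing RXFP1, treated 30 min at 37C with compounds plus PDE4 inhibitor Ro 20174; cAMP measured by HTRF TR-FRET. Normalized to buffer and 29 nM porcine relaxin; EC50 by Hill fit.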
12-LOX inh – inhibitors of human 12S-lipoxygenase ALOX12; AID 1671190; Potency, µM (highest dose often 108 µM), for inactives: top-dose activity change, negative = inhibition, hits mostly inhibitors; P18054; purified 12hLO, xylenol orange hydroperoxide absorbance; actives 1.1% (n = 580,000); further: on the % scale 0 is the no-effect control and ±100 the full control effect
Target sequence (P18054 whole entry, looked up): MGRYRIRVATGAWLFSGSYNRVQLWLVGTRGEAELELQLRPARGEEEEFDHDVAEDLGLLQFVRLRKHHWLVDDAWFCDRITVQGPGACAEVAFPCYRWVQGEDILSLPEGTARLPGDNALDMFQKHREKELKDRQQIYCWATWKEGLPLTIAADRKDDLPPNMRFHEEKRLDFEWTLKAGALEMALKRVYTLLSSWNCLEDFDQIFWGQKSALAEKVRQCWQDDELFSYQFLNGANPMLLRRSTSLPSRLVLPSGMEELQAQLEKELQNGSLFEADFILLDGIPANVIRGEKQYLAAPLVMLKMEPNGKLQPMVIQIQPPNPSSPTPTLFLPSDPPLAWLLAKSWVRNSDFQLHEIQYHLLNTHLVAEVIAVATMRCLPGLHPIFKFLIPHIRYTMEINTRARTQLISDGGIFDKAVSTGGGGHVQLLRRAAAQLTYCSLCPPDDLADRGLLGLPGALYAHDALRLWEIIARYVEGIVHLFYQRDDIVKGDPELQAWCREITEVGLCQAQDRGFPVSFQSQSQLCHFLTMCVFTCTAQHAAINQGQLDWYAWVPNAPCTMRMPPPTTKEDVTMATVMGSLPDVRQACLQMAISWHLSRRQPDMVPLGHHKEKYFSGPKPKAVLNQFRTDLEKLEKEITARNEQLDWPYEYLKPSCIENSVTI
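Purified human 12hLO (150 nM final) in 25 mM Hepes, 0.01% Triton X-100, pH 7.0 was preincubated 15 min at room temperature with compound. Then 40 uM arachidonic acid was added, 30 min. Hydroperoxide was read by Fe-XO absorbance ratio 573/405 nm.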
* marks the source's active call; other numbers are inactive results; u = inconclusive; x = no result given; & = joins results of further samples; ! = repeats disagree; [ ] = another dose, or the depositor's remark. The call rests on the fitted dose curve; in most records, active means well fitted curve in the direction sought with a large enough effect; inconclusive means small, poorly fitted or top-dose-only effect, or another doubt; inactive means no such curve, though single readings can be large; an effect the other way counts as inactive or inconclusive. Potency means the concentration at half of the fitted maximal effect.

nr	compound	RGS4 inhibitor	USP1-UAF1 inh	TrxR1 substrate	TrxR1 inh	Vif-A3G inh	RXFP1 agonist	IDH1 R132H inh	12-LOX inh	Vif-A3F inh
1	COc1ccc(NC(=O)N2CCCC(c3nc(-c4ccc(OC)cc4)no3)C2)cc1 (stereo not drawn)	-17%	-22%	-5%	4%	-2%	1.6%	6%	-5%	0%
2	O=C1CC(C2CCCO2)C(=O)N1c1ccccc1 (stereo not drawn)	-28%	-2%	-5%	16%	-1%	-1.4%	6%	19%	1%
3	O=S(=O)(c1ccccc1)N1CCN=C1SCc1ccc(Cl)cc1	2%	-23%	-4%	16%	0%	0.3%	-5%	2%	-5%
4	CNC(=O)Cn1cc(S(=O)(=O)Cc2ccccc2F)c2ccccc21	8%	-22%	3%	17%	1%	0.2%	0%	-26%	0%
5	Cc1ccccc1C(=O)OCCCN=C1NS(=O)(=O)c2ccccc21	-37%	-16%	1%	-8%	0%	-0.5%	2%	0%	2%
6	CC(=O)N1CCOc2ccc(S(=O)(=O)N3CCC(C(=O)Nc4ccc(C)cc4C)CC3)cc21	-9%	-17%	9%	23%	-8%	-0.4%	0%	-4%	1%
7	O=C(Nc1ccccc1)c1ccc(=O)[nH]n1	-7%	-5%	-2%	15%	4%	-1.4%	7%	4%	-19%
8	COc1ccc(C(=O)NCc2ccc3c(c2)OCO3)cc1S(=O)(=O)N1CCCC1	22%	-22%	3%	8%	3%	1.9%	3%	-28%	5%
9	COc1ccc(C(=O)CSc2ncn[nH]2)cc1OC	u	-23%	-6%	-10%	1%	3.0%	3%	u	7%
10	CCc1ccc(NC(=O)CCN2C(=O)c3cccnc3C2=O)cc1	4%	-4%	1%	3%	-2%	4.6%	5%	0%	x
11	COc1ccc(/C=N/NC(=O)c2ccc(COc3ccccc3Cl)o2)c(OC)c1C	-3%	-13%	-2%	1%	-19%	0.3%	-1%	-11%	-20%
12	O=C(N/N=C/c1ccccc1[N+](=O)[O-])c1ccc(COc2ccccc2-c2ccccc2)cc1	-8%	-20%	1%	7%	1%	1.0%	0%	-22%	6%

Quoted from the listing:
no. 9 – USP1-UAF1 inh: -23%
no. 10 – Vif-A3G inh: -2%

Next compounds:
nr	compound	RGS4 inhibitor	USP1-UAF1 inh	TrxR1 substrate	TrxR1 inh	Vif-A3G inh	RXFP1 agonist	IDH1 R132H inh	12-LOX inh	Vif-A3F inh
13	O=C(COc1cc(F)ccc1[N+](=O)[O-])Nc1ccc2c(c1)OCO2	1%	-17%	0%	24%	3%	1.7%	-16%	32%[activator]	6%
14	CCOc1ccc(C(=O)NCc2ccncc2)cc1OCC	-42%	-16%	2%	7%	-1%	-0.8%	4%	-18%	9%
15	COc1ccc(S(=O)(=O)Nc2ccc(N3CCOCC3)cc2)cc1	-9%	-5%	-3%	22%	-3%	1.5%	-8%	0%	-9%
16	COc1cc2[nH]c(C(=O)N(C)Cc3ccccc3)cc2c(OC)c1OC	-20%	-14%	-4%	3%	-5%	-0.3%	-3%	12%	-3%
17	COc1ccc(NC(=O)CN2CCN(S(=O)(=O)N3CCCCCC3)CC2)cc1	-1%	-14%	10%[0.0914 µM]	13%[57.1 µM]	0%	2.3%	1%	3%	-6%
18	Cc1ccc(S(=O)(=O)N2CCC(C(=O)Nc3ncccc3O)CC2)cc1	4%	-4%	-4%	4%	5%	-0.9%	-8%	u	4%
19	Cc1c(C(C)C)c(=O)n(-c2ccc(S(=O)(=O)NCc3ccccc3)cc2)n1C	-7%	-4%	3%[57.1 µM]	8%[57.1 µM]	-3%	-1.2%	-2%	-17%	-7%
20	O=C(Nc1ccccc1)Nc1ccc(Nc2ccccc2)cc1	-34%	-13%	3%	14%	9%	x	0%	0%	-7%
21	C/C(=N/NC(=O)c1ccc2c(c1)OCO2)c1ccc(NC(=O)C(F)(F)F)cc1	-45%	-19%	7%	12%	-2%	1.0%	0%	-2%	6%
22	CCN(CC)Cc1c(NC(=O)c2ccccc2)sc(C)c1C	10%	-6%	3%	7.1µM*	-9%	-0.7%	-10%	-17%	6%
23	COc1ccc(C2Nc3ccccc3C(=O)N2c2ccccc2F)cc1COc1ccc(NC(C)=O)cc1 (stereo not drawn)	15%	x	47%[activator]	23%	-19%	x	x	x	x
24	Cc1ccc(S(=O)(=O)N2CCN(C(=O)c3nn(C(C)C)c(=O)c4ccccc34)CC2)cc1C	-49%	-5%	3%[57.1 µM]	9%[57.1 µM]	1%	0.4%	-2%	-7%&5%	-3%
25	CCOC(=O)c1c(NC(=O)COC(=O)C2CC2C)sc(C)c1C (stereo not drawn)	-36%	-3%	0%[57.1 µM]	-6%[57.1 µM]	-14%	-0.4%	-4%	-8%	u
26	CSCCC(NC(=O)COc1ccccc1)C(=O)OCC(=O)c1ccccc1 (stereo not drawn)	-5%	-20%	-1%	10%	-1%	0.6%	0%	-16%	-12%
27	CN1C(=O)/C(=C/C=C2\SCCN2C)OC1=S	-4%	u	-5%[57.1 µM]	-4%[57.1 µM]	-5%	1.2%	1%	5%	u
28	O=S(=O)(NCc1ccco1)c1cccc2cccnc12	20%	-9%	11%[57.1 µM]	-3%[57.1 µM]	-2%	-0.2%	2%	8%	-1%
29	Cc1cccc(C(=O)OC(C)C(=O)Nc2ccc(S(=O)(=O)N3CCCC3)cc2)c1O (stereo not drawn)	u	-12%	2%	18%	2%	0.2%	6%	-14%	2%
30	O=C(O)CCCc1ccccc1	-2%	-13%	11%	34%	-1%	6.3%	-3%	0%&76%	-5%
31	CN(Cc1ccon1)C(=O)CCc1nnc(Cc2ccc(-c3ccccc3)cc2)o1	2%	-22%	4%[57.1 µM]	8%[57.1 µM]	-5%	-1.9%	2%	-34%	16%
32	Cc1cc(NC(=O)CCN2CCN(Cc3ccccc3)CC2)ccc1Br	-24%	-21%	8%[57.1 µM]	10%[57.1 µM]	2%	1.9%	7%	3.2µM*!	-2%
33	CCCC12CN3CCN(CC(C3)/C1=N\NC(=O)Nc1ccccc1)C2	-1%	-5%	0%	-5%	-2%	0.2%	3%	40%[activator]	8%
34	COC(=O)c1ccccc1NC(=O)N1c2ccccc2Sc2ccccc21	-11%	-15%	-12%	-6%	0%	-0.3%	4%	-6%	-15%
35	Cc1ccc(Cl)cc1-n1c(SCC(=O)NCCC2=CCCCC2)nc2n[nH]c(C)c2c1=N	-13%	u	5%	14%	-9%	9.4%	-2%	-4%	-14%
36	O=C(CSc1nc2sc3c(c2c(=O)n1-c1ccccc1)CCCC3)N/N=C/c1ccccc1C(=O)O	-23%	-2%	29%	40%	2%	-2.6%	7%	x	0%
37	O=C(CCS(=O)(=O)c1ccccc1Cl)NCCC1=CCCCC1	11%	2%	4%	0%	0%	0.8%	2%	1%	-7%
38	C[C@@]12C(=O)N(c3cccc(F)c3)C(=O)N1[C@H](c1ccc(F)cc1)[C@@H]1C(=O)N(C3CCCCC3)C(=O)[C@@H]12	14%	u	-9%	2%	-1%	-0.6%	-15%	x	-2%
39	Cc1ccc(CN2C(=O)C(CC(C)C)Nc3ncnc(N4CCN(c5ccccc5)CC4)c32)cc1 (stereo not drawn)	-12%	-22%	-5%	11%	-1%&-6%	x	-3%	-26%&-3%	-5%
40	CCCc1nn2c(=O)cc(CSCC(=O)Nc3nnc(CC)s3)nc2s1	11%[56.9 µM]	-3%	-4%[57.1 µM]	u	1%	-1.1%	-7%	-6%	1%
41	COC(=O)c1c(-c2ccc(Cl)cc2)noc1N1CCN(c2ccc(OC)cc2)CC1	0%	-24%	1%[57.1 µM]	10%[57.1 µM]	-8%	10%	-8%	-3%	1%
42	O=C1CN(c2ccccc2F)C(=O)CN1c1ccccc1F	34%	-1%	-9%	-13%	1%	1.3%	1%	-4%	-2%
43	O=C(O)CSc1nnc(NC(=O)CN2CCOCC2)s1	15%	-9%	-5%	12%	6%	-26%	0%	u	3%
44	CCN(CC(=O)Nc1ccc(NC(C)=O)cc1)C(=O)c1ccc(=O)[nH]c1	2%	-13%	-2%	7%	0%	0.8%	-4%	1%	2%
45	Cc1cc(C)n(CCC(=O)N2CCCC(Nc3ccc(F)cc3)C2)n1 (stereo not drawn)	-35%	-6%	-2%	3%	0%	x	3%	-3%	2%
46	CCc1ccc(NS(=O)(=O)c2ccc3[nH]c(=O)[nH]c3c2)cc1	2%	-25%	3%	14%	3%	-0.9%	12%	-1%	6%
47	COc1ccc(OC)c(CN2CCN(S(=O)(=O)c3ccc(NC(C)=O)cc3)CC2)c1	4%	-3%	4%	10%	-7%	0.6%	7%	10%	-1%
48	CCN(Cc1ccncc1)C(=S)Nc1c(C)cccc1C	2%	-7%	0%	-8%	0%	0.9%	2%	0%	7%

As a short view, some entries already given:
nr	compound	RGS4 inhibitor	USP1-UAF1 inh	TrxR1 substrate	TrxR1 inh	Vif-A3G inh	RXFP1 agonist	IDH1 R132H inh	12-LOX inh	Vif-A3F inh
37	O=C(CCS(=O)(=O)c1ccccc1Cl)NCCC1=CCCCC1	11%	2%	4%	0%	0%	0.8%	2%	1%	-7%
38	C[C@@]12C(=O)N(c3cccc(F)c3)C(=O)N1[C@H](c1ccc(F)cc1)[C@@H]1C(=O)N(C3CCCCC3)C(=O)[C@@H]12	14%	u	-9%	2%	-1%	-0.6%	-15%	x	-2%

An excerpt, so the mix of outcomes need not match the whole.
